NTR1 agonist – NTR1-driven beta-arrestin-GFP spot formation – imaging, U2OS cells, high content, primary screen (AID 493036) | activation, % at 20 µM | P30989 | agonist mode | 330,000 compounds, 0.17% hits;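 active = activation at or above 40% of the spot to cytoplasm intensity ratio, with at least 20 cells analyzed; inconclusive = wells under 20 cells, flagged as cytotoxic or low count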;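 also: 0% = DMSO without peptide and 100% = 100 nM NTR1 peptide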
Target sequence (P30989 whole entry, looked up): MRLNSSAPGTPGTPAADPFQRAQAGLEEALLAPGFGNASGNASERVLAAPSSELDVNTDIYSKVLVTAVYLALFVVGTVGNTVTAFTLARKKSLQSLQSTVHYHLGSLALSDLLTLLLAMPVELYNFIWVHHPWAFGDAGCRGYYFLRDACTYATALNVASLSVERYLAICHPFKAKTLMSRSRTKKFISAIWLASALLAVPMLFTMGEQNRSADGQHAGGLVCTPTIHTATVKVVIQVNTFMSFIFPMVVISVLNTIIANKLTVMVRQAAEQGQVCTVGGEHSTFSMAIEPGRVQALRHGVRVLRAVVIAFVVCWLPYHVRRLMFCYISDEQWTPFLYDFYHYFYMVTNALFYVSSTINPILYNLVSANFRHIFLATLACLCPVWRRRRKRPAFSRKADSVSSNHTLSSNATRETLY
MgcRacGAP inhibition – MgcRacGAP GTPase-activating activity inhibitors, confirmation, biochemical, ADP Hunter fluorescence | MgcRacGAP-stimulated Rac1 GTP hydrolysis, ADP Hunter fluorescence; higher % means a stronger effect; GST-tagged Rac1 F28L mutant substrate | inhibition, % at 30 µM, or IC50 in µM where a hit was titrated | 340,000 compounds, 0.6% hits;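 active = first-screen hits whose inhibition reached a set limit at any dose in the follow-up dose series; inconclusive = inhibition above the set first-screen limit but never retested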;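 also: fluorescence reports GDP produced by GAP-driven GTP hydrolysis; strong numbers were not always called active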
SIAH1 antagonists – blockers of Siah-1 interaction with plectin peptide – biochemical, fluorescence polarization, rhodamine-plectin, uHTS, primary screen (AID 1817); 290,000 compounds, 0.02% hits; Siah-1 / rhodamine-plectin peptide fluorescence polarization; higher % means a stronger effect; displacement, % at 20 µM; hits with a dose series show IC50 in µM;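 active = displacement of at least 50% at 20 µM, with a fluorescence ratio check between 0.3 and a set limit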;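 also: plate controls were Siah plus tracer with DMSO for no effect and tracer alone without Siah for full effect; strong numbers were not always called active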
Salmonella PhoP GFP – inhibitors of PhoP regulon expression, primary screen, Salmonella Typhimurium, GFP reporter (AID 1863). S. Typhimurium PhoP-regulated promoter GFP reporter, 4 h; higher % means a stronger effect. inhibition, % at 50 µM; hits with a dose series show IC50 in µM. 300,000 compounds, 0.16% hits;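 active = inhibition over 29.93%, a cutoff 3 SD above the screen mean, later confirmed by dose response; inconclusive = inhibition over 29.93% but no dose response follow-up; inactive = inhibition at most 29.93% or unconfirmed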;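 also: 0% = low Mg2+ inducing control and 100% = high Mg2+ repressing control; strong numbers were not always called active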
GPR35 arrestin U2OS – inhibition of zaprinast-stimulated GPR35 beta-arrestin translocation – imaging, U2OS, beta-arrestin-GFP, zaprinast agonist, primary screen (AID 2058). U2OS GPR35 beta-arrestin-GFP translocation imaging, zaprinast antagonism; higher % means a stronger effect. one-dose inhibition, % at 10 µM; IC50 in µM for titrated hits. 290,000 compounds, 0.052% hits;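 active = inhibition of at least 50% with at least 30 cells and total cytoplasm GFP at most 10,000,000; inconclusive = under 30 cells or total GFP of 10,000,000 plus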
Myeloid diff MLP – compounds promoting myeloid differentiation; ER-HoxA9 myeloid progenitors, lysozyme-GFP differentiation, flow cytometry; calls only at 10 µM; 360,000 compounds, 1% hits;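 active = normalized GFP-positive differentiation at or above the plate's own cutoff, the solvent-only control mean plus 3 SD; inconclusive = no clear call, values can overlap the other calls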;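 also: cells exposed to compound for four days before flow analysis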
HIV peptide binding – cell-free HIV fusion peptide-binding blockers – biochemical, uHTS, fluorescence dequenching, primary screen (AID 1986); cell-free peptide binding, fluorescence dequenching, 30 min; higher % means a stronger effect; inhibition, % at 20 µM, or IC50 in µM where a hit was titrated; 290,000 compounds, 0.3% hits; in the data active = inhibition mostly above about 52%, no sharp cut-off; inactive = mostly below about 76%; also: some results filed as inactive read as strong as hits
LYP inhibition – inhibitors of LYP phosphatase, biochemical, fluorescence intensity, uHTS (AID 1779) | 290,000 compounds, 0.054% hits | recombinant LYP phosphatase, fluorescence intensity; higher % means a stronger effect | inhibition, % at 11.5 µM, or IC50 in µM where a hit was titrated; in the data active = inhibition above about 50%;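 also: plate controls were vehicle with enzyme for no effect and no enzyme for full effect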
GPR55 antagonists – GPR55 antagonists blocking LPI-driven arrestin recruitment, primary screen, imaging, U2OS, beta-arrestin-GFP, LPI agonist (AID 2013); 290,000 compounds, 0.13% hits; inhibition, % at 10 µM, or IC50 in µM where a hit was titrated; U2OS GPR55 beta-arrestin-GFP translocation imaging, LPI antagonism; higher % means a stronger effect;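 active = spots per cell inhibited over 60%, with over 100 cells counted and total cytoplasm intensity under 500,000; inconclusive = wells with under 100 cells, flagged as likely toxic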;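 also: U2OS cells stably carrying GPR55 and arrestin-GFP stimulated by 5 µM LPI near EC80; imaged beta-arrestin-GFP aggregate spots per cell after agonist stimulation; plate controls were LPI-stimulated DMSO wells for no effect and DMSO wells without LPI for full effect; some results filed as inactive read as strong as hits; confirmed hits need IC50 under 10 µM and bright autofluorescent wells are also inconclusive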
NTR1 agonist cell count 20 µM – second read-out of NTR1 agonist, no call of its own (marks repeat the call); cell count; measured here: cell count, cytotoxicity flag
Myeloid diff MLP GFP+ MAC1+ % – also measured in Myeloid diff MLP; calls as there; GFP+ MAC1+ double positive, %; measured here: differentiation confirmed by MAC1 staining
* marks the source's active call; other numbers are inactive results; i = inactive; ? = inconclusive; nt = not tested or not shown; + = active, no number. Rows are unselected; any-hit rate near 2.4%.

#	compound	NTR1 agonist	NTR1 agonist cell count 20 µM	MgcRacGAP inhibition	SIAH1 antagonists	Salmonella PhoP GFP	GPR35 arrestin U2OS	Myeloid diff MLP	Myeloid diff MLP GFP+ MAC1+ %	HIV peptide binding	LYP inhibition	GPR55 antagonists
1	O=C(O)C1Nc2c(Cl)cc(Cl)cc2C2C=CCC12 (configuration not stated)	nt	nt	?	7.6%	0.8%	-10.3%	i	0.9	80.1%*	-1.8%	3.5%
2	O=C(CCNC(=O)c1ccc([N+](=O)[O-])cc1)Nc1ccccc1N1CCOCC1	-0.5	53	1.8%	1.9%	-3.6%	-17.4%	i	0.3	-0.1%	1.2%	17.3%
3	COc1ccc(-n2nc(C(=O)NCC(=O)N3CC(C)CC(C)C3)c3ccccc3c2=O)cc1OC (configuration not stated)	0.0	44	3.0%	9.2%	-0.1%	-17.7%	i	1.5	1.0%	0.6%	6.6%
4	COc1ccc(C(=O)NC(CC(=O)O)c2cc([N+](=O)[O-])ccc2Cl)cc1 (configuration not stated)	1.6	49	nt	-5.6%	-1.6%	2.0%	i	0.2	-0.6%	-3.2%	15.5%
5	O=C(NCCN1CCOCC1)c1ccc(CS(=O)(=O)Cc2ccccc2F)o1	-0.9	44	12.3%	1.5%	-2.1%	-17.1%	i	0.6	1.4%	-0.8%	12.1%
6	CSc1ncc(S(=O)(=O)c2ccccc2)c(=O)[nH]1	-1.4	20	4.5%	-3.0%	-7.3%	4.8%	i	0.4	-0.1%	-6.1%	8.9%
7	Cc1nnc(N(C)C(=O)c2ccc3c(c2)OCO3)s1	0.4	40	5.0%	18.2%	-5.7%	15.3%	i	0.8	0.2%	-4.3%	3.8%
8	Cc1ccc(-c2[nH]c(=O)n3ccncc23)s1	1.3	78	21.5%	nt	-0.6%	nt	i	0.8	nt	nt	nt
9	CC1=N/C(=C\c2ccc([N+](=O)[O-])cc2)C(=O)N1c1ccc(F)cc1F	0.6	83	1.1%	-2.9%	-0.1%	-3.3%	nt	nt	-2.2%	1.7%	9.2%
10	CNc1nc(N/N=C/c2cc3c(cc2[N+](=O)[O-])OCO3)nc(Nc2ccccc2)n1	2.9	45	7.5%	-1.7%	1.4%	-14.2%	i	0.6	-4.8%	-7.0%	53.1%
11	COC(=O)c1[nH]c2cc(C)ccc2c1NC(=O)CN1CCOCC1	-0.8	44	11.7%	-2.7%	-11.7%	6.3%	i	0.3	0.8%	1.1%	5.1%
12	COc1ccc(-c2nnc(NC(=O)c3ccccc3[N+](=O)[O-])s2)c(OC)c1	-0.9	84	6.0%	-1.8%	nt	5.1%	i	1.0	-1.4%	-2.1%	15.9%
13	COc1cc(OC)cc(C(=O)Nc2cccnc2)c1	0.1	91	6.2%	4.1%	3.5%	-3.3%	i	0.4	-0.4%	-1.2%	5.2%
14	CC(=O)c1sc(C(=O)O)c(-c2ccco2)c1-c1ccco1	-0.4	42	11.5%	9.6%	-11.0%	-6.6%	i	0.7	24.3%	-0.2%	-7.8%
15	CCc1cc2c(-c3ccccc3)cc(=O)oc2cc1OC(C)C(=O)NCC1CCC(C(=O)O)CC1 (configuration not stated)	2.6	97	0.4%	-4.2%	nt	5.3%	i	2.0	1.3%	-3.8%	-1.5%
16	COc1cccc(-n2nnnc2SCC(=O)Nc2nc3c(s2)CCCC3)c1	2.9	51	10.1%	-10.5%	2.1%	0.2%	i	1.1	1.2%	-2.0%	7.4%
17	Cc1ccn2c(=O)c(NC(=O)c3cccc4ccccc34)c(C)nc2c1	-0.5	36	3.5%	nt	-0.9%	nt	i	0.5	nt	nt	nt
18	CSc1ccc(CN2CCC(n3nccc3NC(=O)c3ccccc3C)CC2)cc1	1.3	49	6.0%	0.3%	-3.2%	1.6%	i	0.0	1.2%	-7.1%	7.8%
19	COc1ccc(NC(=O)CSCc2cc(=O)n3c(C)csc3n2)cc1	-0.4	51	-8.4%	-0.9%	5.7%	-11.9%	?	nt	1.1%	-2.7%	-8.5%
20	Cc1ccc(C(=O)N2CCN(c3ccccn3)CC2)cc1	0.7	59	-4.6%	10.8%	6.3%	4.7%	i	0.2	2.1%	-6.9%	9.4%
21	COc1cc(C=O)ccc1OCCOCCOc1ccccc1Cl	2.8	38	1.1%	-2.0%	19.9%	10.3%	i	0.6	-1.5%	-10.6%	13.4%
22	CCOC(=O)/C=C1\SCC(=O)N1CC(=O)NC(c1ccccc1)c1ccccc1	0.7	41	5.3%	9.1%	-7.6%	-5.0%	i	0.3	0.2%	5.5%	13.1%
23	O=S(=O)(CCc1ccncc1)C1Cc2cccc3cccc1c23 (configuration not stated)	0.5	46	2.3%	7.4%	-16.5%	6.1%	i	0.6	-0.5%	-6.1%	39.2%
24	O=C(C1CCN(Cc2cccs2)CC1)N1CCN(Cc2ccc3c(c2)OCO3)CC1	1.0	45	?	1.2%	-2.0%	-1.0%	i	0.1	-0.8%	-4.5%	22.3%
25	COc1ccc2c(c1)[nH]c1c(=O)n(CCN(C)C)cnc12	-1.2	78	13.5%	1.5%	9.7%	-7.0%	i	0.9	0.4%	-4.9%	6.3%
26	Cc1nnc(SCC(=O)NCc2ccc(Cl)cc2)[nH]c1=O	0.4	54	1.6%	0.0%	-3.8%	-12.3%	i	0.4	-0.3%	1.1%	-0.2%
27	COc1ccccc1N(C)S(=O)(=O)c1ccc(C(=O)OCC(=O)N2CCC2)cc1	0.1	39	3.5%	-2.2%	-7.3%	-5.1%	i	0.2	-2.8%	-7.3%	0.8%
28	CC(C)c1ccc(-c2csc3nc[nH]c(=O)c23)cc1	3.2	71	3.5%	-1.0%	-1.6%	0.2%	i	0.1	-0.6%	-6.1%	4.9%
29	Cc1ccc(N(CC(=O)Nc2ccc(F)c(Cl)c2)S(=O)(=O)c2c(C)noc2C)cc1	7.6	91	0.5%	0.4%	-1.6%	-5.8%	i	0.6	0.5%	-1.1%	14.8%
30	COc1cc2c3nnc(-c4ccc(F)cc4)c-3cn(Cc3ccc(C)cc3)c2cc1OC	111.8*	82*	4.7%	-4.8%	-105.7%	2.6%	+	27.9*	151.3%	-11.5%	-0.1%
31	COc1ccc(OC)c(CC(NC(C)=O)C(=O)NC2CCN(c3c(Cc4ccccc4)c(C)nc4ncnn34)CC2)c1 (configuration not stated)	-0.4	36	1.6%	-0.9%	-9.8%	-9.9%	i	0.7	1.8%	1.8%	12.5%
32	CCC(C(=O)O)N1C(=O)/C(=C/C(C)=C/c2ccccc2)SC1=S (configuration not stated)	0.2	68	18.3%	-0.8%	-6.6%	3.7%	i	0.9	36.3%	0.3%	-4.1%
33	O=C(Nc1ccccc1N1CCCC1)c1ccc(Br)o1	2.7	63	6.3%	-4.3%	-5.5%	4.8%	i	5.5	4.5%	-9.2%	-7.9%
34	O=C(Nc1cnc2sccn2c1=O)c1ccccc1Cl	0.0	60	1.5%	-4.0%	3.7%	20.1%	i	0.6	-2.2%	-7.3%	7.9%
35	COc1nc(-c2ccc(C)cc2)ccc1-c1noc(-c2cccnc2)n1	7.3	76	3.1%	5.6%	nt	23.0%	i	0.8	-2.5%	-7.8%	3.7%
36	COc1ccc(-c2c(-c3ccccc3)c(C(=O)C(=O)NCCCN(C)C)n3ccc4cc(OC)c(OC)cc4c23)cc1OC	4.2	90	28.9%	-5.5%	nt	30.5%	i	1.0	-2.4%	1.6%	26.4%
37	CCOc1nc2cnccc2n(CC(=O)Nc2c(F)c(F)cc(F)c2F)c1=O	-0.8	71	12.0%	8.0%	7.7%	5.6%	i	0.5	-0.4%	-11.8%	-1.3%
38	O=C(O)CCCNc1cc(N2CCN(C(=O)c3ccco3)CC2)c2noc3c2c1C(=O)c1ccccc1-3	0.7	41	?	4.21µM*	-7.2%	0.1%	i	0.5	70.0%*	2.4%	-3.5%
39	C=CCN(C(=O)CC(NC(C)=O)c1ccccc1)c1nc(-c2ccc(S(C)(=O)=O)cc2)cs1 (configuration not stated)	0.7	45	4.5%	3.1%	-1.3%	1.0%	i	0.3	-1.7%	-4.5%	8.6%
40	CCCCCCCCNC(=O)c1cnsn1	-1.2	97	5.1%	-1.1%	11.8%	5.9%	i	0.7	0.3%	-5.4%	-13.5%
41	CCc1nnc(NC(=O)CCC(=O)N2CCN(c3cc(C)ccc3C)CC2)s1	0.8	42	5.4%	-0.7%	-5.6%	2.0%	i	1.2	0.3%	3.1%	-15.5%
42	CCn1nnnc1SCC(=O)c1ccc(NC(C)=O)cc1	-6.2	96	2.8%	0.0%	0.6%	10.7%	i	0.0	1.0%	-7.7%	2.9%
43	COC(=O)c1ccccc1S(=O)(=O)C(C)(C)C	0.3	91	8.5%	12.9%	6.4%	-13.1%	i	0.8	2.7%	-4.8%	3.9%
44	O=C(c1ccccc1Br)N(Cc1ccccc1)c1ccccc1	1.1	49	2.8%	-0.7%	-0.2%	13.0%	i	2.8	-2.0%	-5.0%	4.8%
45	COc1ccc(CCNS(=O)(=O)c2ccc3c(c2)CCN3C(=O)C2CC2)cc1OC	1.4	55	7.7%	2.7%	4.1%	1.0%	i	0.6	-1.6%	-6.0%	-18.1%

Screening data deposited in PubChem BioAssay by several laboratories.
